Screening data (PubChem)
TAG inh: triacylglycerol accumulation inhibition. H9c2 cells, Nile Red lipid (TAG) fluorescence; cells loaded with 200 µM oleic acid. inhibition, % at 12.5 µM. 230,000 tested, 0.66% active. AID 651582;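 active = pattern-corrected inhibition of lipid staining of at least 50% with the nuclear-stain viability signal not falling by more than 50%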;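 also: 0% = DMSO wells and 100% = triacsin C control wells; some results filed as inactive read as strong as hits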
TAG inh DAPI viability: second read-out of TAG inh, no call of its own (marks repeat the call); DAPI nuclei signal change (viability), lower = more cytotoxic, %;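 whole-well DAPI fluorescence read on a plate reader as a viability signal; minus 50 percent equals half of cells still viable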
* hit, by the source's call; & = joins results of further samples.

SMILES	TAG inh	TAG inh DAPI viability
C[C@H]1CN([C@@H](C)CO)C(=O)c2cc(-c3cccnc3)cnc2O[C@H]1CN(C)Cc1ccc(Oc2ccccc2)cc1	12.7	4.4
CC(=O)Nc1nc(C)c(Cc2ccccc2)c(=O)[nH]1	-5.4	6.4
Cc1c(Cl)cccc1NS(=O)(=O)c1ccc2c(c1)C1C=CCC1C(c1ccc(C(=O)O)cc1)N2 (stereo not given)	-5.5	6.9
CCCCn1c(CCc2ccccc2)nc2cc3[nH]c(=O)c(C(C)C)nc3cc21	-2.2	9.2
O=C(c1ccco1)N1CCN(C(=S)Nc2ccc(F)cc2)CC1	-1.7	5.5
OC(CN1CCN(Cc2ccccc2)CC1)Cn1c2ccccc2c2ccccc21 (stereo not given)	-23.6	37.7
COc1ccc(-n2nc(C(=O)NCC(=O)Nc3ccccn3)c3ccccc3c2=O)cc1	20.2	1.1
Cc1nc2c(OCc3ccc(Cl)cc3Cl)cccn2c1N(C)Cc1cccs1	11.3	-10.8
CCOc1ccc(NC(=O)c2cc(Cl)nc3ccccc23)cc1	-2.5	-6.8
CCOc1ccccc1NC(=O)N1CCCc2ccccc21	-16.1	4.8
COc1ccccc1-c1c(C(F)(F)F)oc2cc(OC(=O)c3cccc([N+](=O)[O-])c3C)ccc2c1=O	-26.0	4.4
O=C1CC(C(=O)Nc2ccc(C(=O)O)cc2)C(c2ccccc2)O1 (stereo not given)	4.8	-4.5
Cc1ccc(S(=O)(=O)/C(C#N)=C/c2c(N3CC(C)OC(C)C3)nc3ccccn3c2=O)cc1 (stereo not given)	-11.6	14.5
O=S(=O)(Nc1ncccn1)c1ccc(NC(=S)NCc2cccnc2)cc1	7.5	-17.1
COc1ccc2oc3ccccc3c(=O)c2c1	4.2	31.6
CCc1cc(-c2nnn(CCC3COCCO3)c2C(C)(C)O)ccc1-c1cn(CCc2c[nH]c3ccccc23)nn1 (stereo not given)	6.7	-11.1
COc1ccc(-c2cc3cc(F)ccc3cn2)cc1	-9.8	-1.2
Cc1cc(NC(=O)c2cccc(COc3ccc(Br)cc3)c2)no1	-13.9	4.5
O=C(c1cccnc1)C1CCCN(Cc2nc(Cc3ccccc3)no2)C1 (stereo not given)	-0.2	-17.2
Cc1cccn2c(=O)c3cc(C(=O)N4COCC4(C)C)n(Cc4ccccc4)c3nc12	-5.3	40.5

By substructure: the compounds so far with fluorine
SMILES	TAG inh	TAG inh DAPI viability
O=C(c1ccco1)N1CCN(C(=S)Nc2ccc(F)cc2)CC1	-1.7	5.5
COc1ccccc1-c1c(C(F)(F)F)oc2cc(OC(=O)c3cccc([N+](=O)[O-])c3C)ccc2c1=O	-26.0	4.4
COc1ccc(-c2cc3cc(F)ccc3cn2)cc1	-9.8	-1.2

(next part)
SMILES	TAG inh	TAG inh DAPI viability
CC1(C)Cc2nc3oc4c(NCCCN5CCOCC5)ncnc4c3cc2CO1	-8.5	19.3
C[C@H](CO)N1C[C@H](C)[C@@H](CN(C)C(=O)Nc2ccc3c(c2)OCO3)Oc2c(NC(=O)Nc3ccccc3)cccc2C1=O	6.2	-2.2
CCOc1ccc(-c2nc(CSCC(=O)N3CCN(C(=O)c4ccco4)CC3)c(C)o2)cc1	-28.7	9.4
COCCN(Cc1nc2ccccc2c(=O)[nH]1)C(=O)COc1cccc(C(C)=O)c1	14.0	2.8
CCOC(=O)C(Cc1ccccc1)C(=O)NCc1ccccc1 (stereo not given)	-6.9	5.5
COc1ccc(CCNC(=O)Cn2c(=O)[nH]c3ccsc3c2=O)cc1OC	-3.7	1.4
COc1ccc(-n2cc(CNCc3cccnc3)c(-c3cccc(F)c3)n2)cc1	2.9	11.0
O=C1CCC(C(=O)N2CCN(c3ccccc3)CC2)CN1CC1CCCCC1 (stereo not given)	21.3	0.7
CCOc1ccc(NC(=O)CN(C)C(=O)c2cc(C)nc3ccccc23)cc1OCC	9.8	-2.3
COC(=O)N(C)C[C@H]1OCc2cnnn2CCCC(=O)N([C@H](C)CO)C[C@H]1C	-22.8	1.4

A different layout for 2 compounds above:
smiles,TAG inh,TAG inh DAPI viability
CC1(C)Cc2nc3oc4c(NCCCN5CCOCC5)ncnc4c3cc2CO1,-8.5,19.3
COc1ccc(-n2cc(CNCc3cccnc3)c(-c3cccc(F)c3)n2)cc1,2.9,11.0

(listing goes on)
SMILES	TAG inh	TAG inh DAPI viability
COc1ccccc1NCCC(=O)OCC(=O)NC1CCCC(C)C1C (stereo not given)	-10.3	4.4
Cc1cc2c(=O)n(C)c(SCC(=O)Nc3ccc(F)cc3)nc2s1	14.7	18.6
O=C1C=CC(O)C2(CO)OC12 (stereo not given)	80.6*	-42.6*
Cc1ccc(C(=O)NCc2ccco2)cc1[N+](=O)[O-]	0.9	4.9
CCOC(=O)Cc1nnc2c(Nc3ccccc3F)nc3nonc3n12	-13.1	4.6
CN(Cc1ccccc1)C(=O)COC(=O)c1cc(=O)[nH]c2ccccc12	-0.5	-4.9
COCCCNCCOCCOc1ccc(C)cc1[N+](=O)[O-]	1.6	-7.2
CC(=O)Nc1ccc(NC(=O)CSc2nnc(-c3ccco3)o2)cc1	4.3	5.5
COc1cc2c(cc1OC)CN(CCC(=O)c1ccc(Br)cc1)CC2	9.8	31.2
O=C(Oc1ccc2c(c1)OCO2)C12CC3CC(CC(C3)C1)C2	-20.3	3.6
COc1ccccc1NC(=O)CSCC(=O)N1c2ccccc2CCc2ccccc21	-5.0	-6.8
CC1(C)CC(=O)C=C(CN2C(=O)c3ccccc3C2=O)C1=O	18.3	2.0
CCCC(C(=O)NCCC(C)C)N(Cc1ccc(OC)cc1)C(=O)c1snc(C(N)=O)c1N (stereo not given)	-1.4	-7.6
O=C(COC(=O)Cc1ccccc1[N+](=O)[O-])NCc1ccccc1Cl	-8.1	10.6
NNC(=O)C1CC(O)CN1S(=O)(=O)c1ccc(Cl)cc1 (stereo not given)	3.3	-2.1
Cc1ccc(C(=O)N2CCN(c3ccccn3)CC2)cc1	6.8	-3.2
O=C(COc1ncnc2ccccc12)NCCc1ccccc1	2.2	2.7
O=C(Nc1ccncc1)c1ccccc1[N+](=O)[O-]	2.8	-4.2
Cc1ccc(S(=O)(=O)NC(C)C(=O)Nc2cccc([N+](=O)[O-])c2)cc1 (stereo not given)	-13.0	-1.4
CN1C(=O)CC(N2CCN(c3ccccc3)CC2)C1=O (stereo not given)	-7.9	-1.2
CN(CCOc1ccc(-c2ccn(S(=O)(=O)c3ccc(Cl)cc3)n2)cc1)c1ccccn1	-3.3	-5.2
CN(CC(=O)Nc1cccc(F)c1)C(=O)c1cccnc1Sc1ccccc1Cl	2.1	-0.9
COc1cccc(C(C)(O)c2nc(-c3ccccc3C)cs2)c1 (stereo not given)	-9.0	2.7
CC1(C(=O)NS(=O)(=O)c2cccc(OC(F)F)c2)CCN1C(=O)CC1CCCC1 (stereo not given)	8.5	-2.1
Cc1ccc2c(c1)Cc1nc3ccccc3nc1-2	-2.2	19.8
CCC1Oc2ccc(C)cc2N(CC(=O)N(Cc2ccc(C)o2)C2CCCC2)C1=O (stereo not given)	-8.4	12.1
O=C(CCCCn1c(=O)c2ccccc2n(CC(=O)NC2CCCC2)c1=O)NC1CCCC1	-1.5	-2.1
COc1ccc(CC(=O)NCc2nnc(SCC(=O)Nc3nccs3)n2C)cc1	9.6	-4.4
CCN(CC(=O)Nc1sc2c(c1C#N)CCCC2)Cc1nc2ccccc2c(=O)[nH]1	3.1	4.2
Clc1cc2nc3ccccn3c2cc1Cl	0.1	8.1
CCOc1ccc2ccccc2c1C(=O)N[C@@H]1C(=O)N2[C@@H]1SC(C)(C)[C@@H]2C(=O)O	-12.0&-9.0	-5.3&0.5
CSc1c(CN2CCN(C)CC2)c2ccccc2n1C	5.6	5.0
Cc1cccnc1NC(=O)C(C)Oc1ccccc1 (stereo not given)	-1.9	0.7
O=C(O)COc1ccccc1/C=N/NC(=O)Cc1ccccc1	10.2	-4.7
N#Cc1ccccc1S(=O)(=O)N1CCN(C(=O)[C@@H]2CCCN2C(=O)c2cccs2)CC1	-8.3	0.1
COc1ccc(C)cc1NC(=O)CNC(=O)c1sc2ccccc2c1Cl	-11.8	-6.2
Nc1ccc(SC(F)(F)F)cc1	13.5	-5.6
CC(=O)OCC1OC(OC(C)=O)C(NC(=O)Cc2ccccc2)C(OC(C)=O)C1OC(C)=O (stereo not given)	9.3	-5.8
c1ccc(CSc2nnc(-c3c[nH]c4ccccc34)o2)cc1	-8.1	0.8
COc1ccccc1OCC(=O)NNc1c2ccccc2nc2ccccc12	-9.0	11.9
CC(C)CC(=O)Nc1nnc(CSCc2ccc(F)cc2)s1	-3.0	-7.0
COCC(C)n1c(C)cc(C(=O)COC(=O)c2n[nH]c3ccccc23)c1C (stereo not given)	0.7	6.6
O=C(c1cnn2c(C(F)F)cc(-c3ccccc3)nc12)N1CCSCC1	18.8	-11.7
O=C1COc2ccc(C(=O)COC(=O)/C=C/c3ccco3)cc2N1	6.4	2.7
CC(=O)Nc1cnc(-c2ccccc2C(C)=O)cn1	-7.8	2.4
CCOC(=O)c1csc(-c2ccc3c(c2)CCO3)n1	6.9	0.7
C#Cc1ccc([C@H]2C=C(C(=O)NCc3ccccc3)O[C@@H](OCc3ccc(CO)cc3)C2)cc1	-7.5	-3.0
O=C(Nc1ccc2c(c1)OCO2)c1nn(-c2ccccc2)c(=O)c2ccccc12	9.6	-1.5
O=C1N(CN2CCN(Cc3ccccc3)CC2)c2ccccc2C12OCCCO2	-2.7	7.0
NC(=O)c1ccc(C(=O)N/N=C/c2cccc(Oc3ccccc3)c2)cc1	9.8	10.7

Other records:
SMILES	TAG inh	TAG inh DAPI viability
O=C(Cn1nnc(-c2ccccc2Cl)n1)N1CCCCC1	9.5	1.6
COc1ccc(/C(CC2OC(=O)c3ccccc32)=N\NC(N)=O)cc1 (stereo not given)	-4.6	-9.3
C[C@@H]1CN([C@H](C)CO)C(=O)CCCn2cc(nn2)CO[C@H]1CN(C)S(=O)(=O)c1ccc(Oc2ccccc2)cc1	-1.6	-6.8
O=C(Cc1ccccc1[N+](=O)[O-])N1CCN(S(=O)(=O)c2ccccc2)CC1	8.8	4.2
O=C(c1ccccc1Br)N1CCC(c2nc3ccccc3s2)CC1	-12.9	5.5
Cc1ccc2nc(C)cc(C(=O)N3CCCC(N4CCN(c5ccccc5C)CC4)C3)c2c1 (stereo not given)	5.2	-2.6
COc1cccc(CNC(=O)C2(C)Oc3ccccc3NC2=O)c1 (stereo not given)	25.5	-1.5
COc1cc(OC)cc(C(=O)NNC(=O)NC2CCCCC2)c1	7.5	-8.2
CN1CCN(c2ccc(S(=O)(=O)N3CCOCC3)cc2NC(=O)CCc2ccccc2)CC1	8.4	-3.4
Cn1nnc2cc(C(=O)N3CCCCCC3)ccc21	1.8	-2.6
CCc1nnc(NC(=O)C2CSC3(C)CCC(=O)N23)s1 (stereo not given)	7.6	-8.6
O=C(NNC(=O)c1oc2ccccc2c1-n1cccc1)c1ccco1	-7.4	9.6
Cc1cccc(C(=O)NC2CC3CCC(C2)N3C)c1 (stereo not given)	9.2	9.6
O=C(NCC1CCN(c2ccc(S(=O)(=O)N3CCOCC3)cc2)CC1)c1ccc(Cl)cc1	-11.6	3.6
Cc1cccc(C)c1NC1=C(Cl)C(=O)OC1OC(=O)c1ccccc1 (stereo not given)	9.2	2.7
CC1CCc2nc(NC(=O)CCSc3ccccc3)sc2C1 (stereo not given)	6.2	-2.2
CC(=O)Nc1c(O)nc(SCC(=O)N2CCCCC2)[nH]c1=O	6.4	0.4
O=C1COc2ccccc2CN1	15.0	-20.2
S=C(Nc1ccc(Cl)cc1)Nc1ccc2c(c1)OCCO2	-10.7	2.5
COc1ccccc1CNC(=S)NCc1ccc(Cl)cc1	-12.0	-0.7

Profiles, looked up by structure. Values in the order: TAG inh | TAG inh DAPI viability
O=C(NNC(=O)c1oc2ccccc2c1-n1cccc1)c1ccco1 is listed with -7.4 | 9.6
Cc1cccc(C)c1NC1=C(Cl)C(=O)OC1OC(=O)c1ccccc1 (stereo not given) is listed with 9.2 | 2.7
CC1CCc2nc(NC(=O)CCSc3ccccc3)sc2C1 (stereo not given) is listed with 6.2 | -2.2
S=C(Nc1ccc(Cl)cc1)Nc1ccc2c(c1)OCCO2 is listed with -10.7 | 2.5

More records follow:
SMILES	TAG inh	TAG inh DAPI viability
Cc1cc2ncn(C(=O)N3CCOCC3)c2cc1C	-9.5	-4.0
Cn1nnnc1Sc1ncnc2scc(-c3cccc(F)c3)c12	35.4	-9.2
CSc1ccc(/C=C(\NC(=O)c2ccco2)C(=O)N2CCCCC2)cc1	2.2	-2.8
N#C/C(=N\Nc1ccccc1)C(=N)N1CCCCCC1	2.4	4.7
CCOC(=O)CC(NC(=O)Cn1nnc(-c2ccccc2)n1)c1ccc(OC)cc1 (stereo not given)	-1.3	-6.4
O=C(c1ccccc1Cl)N1CCSCC1	-2.7	4.8
CCC(=O)OC1(C)C(=O)C2=COC(c3ccc(OC)cc3)=CC2=C(Br)C1=O (stereo not given)	-14.5	0.8
CCCCCCOc1ccc(C(=O)O)cc1	8.7	-1.0
CC(C)CCN(C(=O)CNC(=O)c1cccs1)C(C(=O)NC1CCCCC1)c1cccnc1 (stereo not given)	4.8	-10.6
F[B-](F)(F)COc1ccccc1	4.2	-3.7
O=[N+]([O-])c1ccc2c(c1)c1ccccc1n2CCO	8.9	-2.4
COC(=O)c1cc(-c2ccc(Br)cc2)c2c(=O)n(C)c(=O)n(C)c2n1	6.0	18.4
COc1ccc(-c2nc(CS(=O)CC(=O)NCc3ccco3)c(C)o2)cc1 (stereo not given)	-5.4	0.5
COc1ccc(C(=O)COC(=O)CCNS(=O)(=O)c2ccc(NC(C)=O)cc2)c(OC)c1	6.6	5.4
CCCCOC(=O)CCCc1ccc([N+](=O)[O-])cc1[N+](=O)[O-]	10.4	-6.2
CC(C)CN1CCNC(=O)C1CC(=O)NCCCN1CCCc2ccccc21 (stereo not given)	-0.5	2.8
CC1CCCCC1NC(=O)CSc1ccsc1[N+](=O)[O-] (stereo not given)	-4.8	-6.4
COc1ccc2c(COC(=O)[C@H](C)NS(=O)(=O)c3ccccc3F)cc(=O)oc2c1	-2.9	9.6
S=C(NCCc1ccccc1)N1CCn2cccc2C1c1cccnc1 (stereo not given)	-12.8	-1.4
COC(=O)c1cn(-c2nc(C)c3c(n2)CCC3)nn1	-13.9	2.3

Not all compounds are listed; rates above refer to the full screens.
